# Apoferritin bind – binds horse apoferritin like a general anesthetic. 0.074% of 350,000 active. AID 485281. apoferritin/1-aminoanthracene competitive binding, fluorescence. P02791. Potency, µM (highest dose often 77.5 µM), for the others: at the top dose activity change, negative = displacement, actives largely listed as inhibitors; also: potency is read from the fitted curve at half-maximal effect; % is scaled to controls: 0 for no effect and ±100 for the full control effect; nearly all actives have a fitted effect of over 20% in size
# Target sequence (P02791 2-175 limits assumed): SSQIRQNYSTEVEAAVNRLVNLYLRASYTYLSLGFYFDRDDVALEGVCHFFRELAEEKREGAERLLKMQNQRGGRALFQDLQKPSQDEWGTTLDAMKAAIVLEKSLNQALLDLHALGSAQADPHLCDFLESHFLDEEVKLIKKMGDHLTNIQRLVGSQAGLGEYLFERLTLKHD
#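 Apoferritin-based anesthetic binding model; compound displacement of fluorescent 1-AMA measured as endpoint fluorescence after 10 minutes at room temperature, scaled to free-ligand and complex controls.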
# TRHR ag – activates the human TRH receptor. P34981. TRHR cells, calcium flux fluo-8, FDSS agonist mode. activation, % at 2 µM. 0.18% of 360,000 active; in the data active = activation above about 30%; also: 0% is about no effect
#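 Fluo-8-loaded TRHR cells; 10 s baseline, compound added, kinetic Ca2+ fluorescence read 1/s, agonist mode.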
# Pol kappa inh – blocks human DNA polymerase kappa activity | Q9UBT6 | purified Pol kappa, fluorescent DNA synthesis assay, 10 min | Potency, µM (highest dose often 107 µM), without a hit: at the top dose activity, negative = inhibition, hits mostly inhibitors | 0.53% of 400,000 active | AID 588579; also: potency is read from the fitted curve at half-maximal effect; % is scaled to controls: 0 for no effect and ±100 for the full control effect
# Target sequence (Q9UBT6 whole entry, looked up): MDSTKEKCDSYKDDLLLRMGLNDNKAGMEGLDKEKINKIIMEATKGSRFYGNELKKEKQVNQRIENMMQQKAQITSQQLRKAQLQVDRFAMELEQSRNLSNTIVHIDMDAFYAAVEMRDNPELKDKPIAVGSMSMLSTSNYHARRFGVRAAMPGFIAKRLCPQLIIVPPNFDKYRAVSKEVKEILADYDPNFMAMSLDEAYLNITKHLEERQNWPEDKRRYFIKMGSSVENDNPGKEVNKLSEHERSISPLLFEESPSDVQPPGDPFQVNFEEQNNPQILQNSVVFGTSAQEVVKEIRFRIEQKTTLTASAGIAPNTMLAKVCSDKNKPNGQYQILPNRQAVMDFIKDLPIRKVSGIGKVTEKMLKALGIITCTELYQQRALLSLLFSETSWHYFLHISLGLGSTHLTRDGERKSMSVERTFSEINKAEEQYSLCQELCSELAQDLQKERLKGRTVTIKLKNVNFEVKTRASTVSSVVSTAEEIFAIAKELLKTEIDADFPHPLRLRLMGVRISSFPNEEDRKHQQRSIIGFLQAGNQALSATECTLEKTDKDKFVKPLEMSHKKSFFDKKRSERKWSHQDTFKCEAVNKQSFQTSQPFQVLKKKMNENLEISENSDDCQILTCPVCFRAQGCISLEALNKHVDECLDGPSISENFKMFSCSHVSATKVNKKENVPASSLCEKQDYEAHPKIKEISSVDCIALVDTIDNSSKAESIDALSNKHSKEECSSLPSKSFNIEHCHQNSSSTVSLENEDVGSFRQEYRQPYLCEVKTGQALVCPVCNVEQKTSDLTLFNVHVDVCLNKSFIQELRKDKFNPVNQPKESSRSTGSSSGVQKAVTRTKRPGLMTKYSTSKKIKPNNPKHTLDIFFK
#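 10 nM Pol kappa was preincubated with compounds for 15 min at room temperature. Reaction started with 50 nM (final) substrate. Fluorescence read kinetically at 0 and 10 min.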
# Pol iota inh – DNA polymerase iota (human) inhibition. Potency, µM (series often up to 115 µM), inactives show at the highest dose activity, negative = inhibition, actives largely listed as inhibitors. AID 588590. Pol iota fluorescent replication assay, 10 min. Q9UNA4. 1% of 390,000 active; also: potency is read from the fitted curve at half-maximal effect
#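 Fluorescent replication assay read twice, at 0 min and 10 min after adding 50 nM (final) substrate. Enzyme (10 nM) and compounds were first incubated 15 min at room temperature; enzyme-free buffer wells were negative controls.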
# APE1 inh – inhibitors of human APE1 endonuclease; P27695; recombinant APE1, TAMRA/BHQ-2 abasic DNA cleavage fluorescence; 0.35% of 350,000 active; Potency, µM (top dose mostly 65.8 µM), for the others: at the top dose activity change, negative = inhibition, hits mostly inhibitors;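 also: potency is read from the fitted curve at half-maximal effect; plate controls were vehicle for no effect and reference inhibitor for full effect; nearly all actives have a fitted effect of over 55% in size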
#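 Enzyme (0.75 nM final) and test compound are incubated 15 min at room temperature before adding 50 nM quenched THF abasic-site duplex. Cleavage dequenches TAMRA, followed at 525/598 nm over three reads one minute apart.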
# ERG-DNA inh – ERG Ets/DNA interaction inhibition. fluorescence polarization, His-ERG Ets domain / labelled DNA. P11308. 0.028% of 370,000 active. Potency, µM (titrated, usually from 76.9 µM), for the others: top-dose FP activity, negative = inhibition, most hits filed as inhibitors; active = well fitted inhibition curve with a large enough effect in the polarisation, with a control signal flat; inconclusive = small, poorly fitted or top-dose-only effect, or effect the other way, or a change in a side signal; inactive = no such curve, though single readings can be large or run the other way; the % refers to the polarisation;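 also: polarization taken with two DNA probes labelled with fluorescein and Texas red; potency is read from the fitted curve at half-maximal effect; % of control where 0% means no effect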
#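 His-tagged ERG Ets domain (1 uM in the protein solution; 300mM KCl, 50mM Tris-HCl, 1mM EDTA, 1mM DTT, pH 7.5) received compound, then a probe mix of 5 nM fluorescein-DNA and 100nM Texas-615-DNA. Fluorescence polarization was read for both dyes.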
# BLM inh – Bloom syndrome helicase (human) inhibition; P54132; recombinant BLM DNA unwinding, fluorescence dequenching; Potency, µM (doses to about 56.1 µM), for the others: at the highest dose activity change, negative = inhibition, usual class: inhibitors; 0.2% of 350,000 active; AID 2528;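 also: potency is read from the fitted curve at half-maximal effect; plate controls were vehicle for no effect and no enzyme for full effect; nearly all actives have a fitted effect of over 35% in size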
# Pol beta inh – blocks human DNA polymerase beta activity; 1.3% of 340,000 active; Potency, µM (titrated, usually from 114 µM), without a hit: at the highest dose activity change, negative = inhibition, usual class: inhibitors; AID 485314; Pol beta primer extension/strand displacement, fluorescence kinetic; also: potency is read from the fitted curve at half-maximal effect; % is scaled to controls: 0 for no effect and ±100 for the full control effect
#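 Human Pol beta at 10 nM; strand-displacement substrate 50 nM final. Compound exposure 15 min at room temperature before start, reaction 10 min at room temperature.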
# ALOX12 inh – blocks human arachidonate 12S-lipoxygenase; purified 12hLO, xylenol orange hydroperoxide absorbance; AID 1671190; Potency, µM (series often up to 108 µM), inactives show at the highest dose activity change, negative = inhibition, most hits filed as inhibitors; P18054; 1.1% of 580,000 active; also: potency is read from the fitted curve at half-maximal effect; % is scaled to controls: 0 for no effect and ±100 for the full control effect
#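 Purified human 12hLO (150 nM final) in 25 mM Hepes, 0.01% Triton X-100, pH 7.0 was preincubated 15 min at room temperature with compound. Then 40 uM arachidonic acid was added, 30 min. Hydroperoxide was read by Fe-XO absorbance ratio 573/405 nm.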
# Numbers without * were called inactive; ? = inconclusive; . = not tested or not shown; [ ] = another dose, or the depositor's remark. Unless noted, calls follow the shape of the dose curve; as a rule, active = well fitted curve in the direction sought with a large enough effect; inconclusive = small, poorly fitted or top-dose-only effect, or another doubt; inactive = no such curve, though single readings can be large; an effect the other way counts as inactive or inconclusive. The list is partial; rates above refer to the full screens.
# The first two entries, to show the layout:
SMILES,Apoferritin bind,TRHR ag,Pol kappa inh,Pol iota inh,APE1 inh,ERG-DNA inh,BLM inh,Pol beta inh,ALOX12 inh
Cc1cc(C)n(-c2ccc(S(=O)(=O)N3CCCC3)cc2[N+](=O)[O-])n1,-8%,-0.3,-2%,27%,5%,-6%,-3%,-18%,1%
CCn1c(SCC(=O)N2CCN(S(=O)(=O)c3ccccc3)CC2)nnc1-c1cccs1,-14%,-0.9,0%,50%[activator],-3%,0%,-7%,15%,0%

# This part in full, previewed entries included:
SMILES,Apoferritin bind,TRHR ag,Pol kappa inh,Pol iota inh,APE1 inh,ERG-DNA inh,BLM inh,Pol beta inh,ALOX12 inh
Cc1cc(C)n(-c2ccc(S(=O)(=O)N3CCCC3)cc2[N+](=O)[O-])n1,-8%,-0.3,-2%,27%,5%,-6%,-3%,-18%,1%
CCn1c(SCC(=O)N2CCN(S(=O)(=O)c3ccccc3)CC2)nnc1-c1cccs1,-14%,-0.9,0%,50%[activator],-3%,0%,-7%,15%,0%
O=C(Cn1nc2c(cc1=O)CCCC2)NCc1ccccc1Cl,?,0.1,0%[60.1 µM],27%,.,4%,1%,1%,-23%
Cn1c(=O)cc(OCCCC(=O)NCc2ccc(F)cc2Cl)c2ccccc21,-7%,-0.6,-6%,4%,5%,0%,2%,1%,0%
O=C(Nc1ccccc1SCC1CSc2nc3ccccc3c(=O)n21)c1cccc(Cl)c1 (stereo not given),-18%,-1.2,-13%,10%,9%,5%,-12%,-11%,-2%
Cc1ccc(CCNC(=O)c2ccc(CSc3nc4ccncc4n3Cc3ccc(F)cc3)cc2)cc1,109%[activator],-0.4,3%,-9%,.,-1%,-4%,1%,-10%
NC/C(=N\O)c1ccc(Cl)cc1Cl,-19%,-0.4,-6%,5%,12%,.,-5%,14%,-6%[57.4 µM]
CC(OC(=O)Cn1cnc2ccccc2c1=O)C(=O)N(C)c1ccccc1 (stereo not given),.,0.3,-3%,-3%,-5%,-8%,.,.,11%
COc1ccc(OC)c(NC(=O)CC2SC(=N)N(c3ccccc3)C2=O)c1 (stereo not given),?,-0.4,-5%,106%[activator],-3%,1%,1%,22%,0%
O=C(OC1CCOC1=O)c1ccc(Cl)c(S(=O)(=O)N2CCCCC2)c1 (stereo not given),-8%,-0.4,-11%,-1%,?,-7%,-4%,?,-16%
C=CCc1cccc(/C=N/NC(=O)CCCNc2ccc(C)cc2)c1O,?,0.0,-11%,-13%,-7%,2%,-8%,4%,?
CSc1nnc2c(n1)OC(c1cccc(O)c1Cl)Nc1ccccc1-2 (stereo not given),-12%,0.2,-29%,-8%,.,0%,-1%,-27%,-7%
O=S(=O)(c1ccccc1F)N1CCN(Cc2cc3c(cc2O)OCO3)CC1,.,-0.5,4%,-1%,15%,-11%,.,.,157%[activator]
O=C(NC(=S)N1CCCCC1CO)c1cccs1 (stereo not given),.,.,-10%,64%[activator],50%[activator],-5%,.,.,-17%
COc1ccccc1NC(=O)CCc1c(C)[nH]c(=O)c(C#N)c1C,-10%,1.3,-12%,7%,-8%,-4%,-2%,?,0%
COc1ccc(NC(=O)[C@@H](NS(=O)(=O)c2cccc(Cl)c2)C(C)C)cc1S(=O)(=O)N1CCOCC1,.,.,-20%,-1%,16%,0%,.,.,1%
CC(=O)c1cccc(N(C(=O)CNC(=O)c2ccco2)C(C(=O)NC2CCCC2)c2ccncc2)c1 (stereo not given),4%,0.4,3%,102%[activator],19%,5%,0%,0%,-9%
O=C(OCCC1Oc2cccnc2NC1=O)c1ccc([N+](=O)[O-])cc1 (stereo not given),-6%,0.2,.,.,-5%,.,-3%,26%,47%[activator]
COc1c(O)c(=O)n2c3ccccc3c3ccnc1c32,.,-0.7,-14%,?,-2%,10%,.,.,-8%
COc1ccc2c(c1OC)C(=O)OC2Nc1ccccn1 (stereo not given),11%,0.4,3%,2%,14%,0%,2%,10%,454%[activator]

# A second format for part of the listing above:
> CSc1nnc2c(n1)OC(c1cccc(O)c1Cl)Nc1ccccc1-2 (stereo not given)
  Apoferritin bind = -12% | TRHR ag = 0.2 | Pol kappa inh = -29% | Pol iota inh = -8% | APE1 inh = . | ERG-DNA inh = 0% | BLM inh = -1% | Pol beta inh = -27% | ALOX12 inh = -7%

> O=S(=O)(c1ccccc1F)N1CCN(Cc2cc3c(cc2O)OCO3)CC1
  Apoferritin bind = . | TRHR ag = -0.5 | Pol kappa inh = 4% | Pol iota inh = -1% | APE1 inh = 15% | ERG-DNA inh = -11% | BLM inh = . | Pol beta inh = . | ALOX12 inh = 157%[activator]

> O=C(NC(=S)N1CCCCC1CO)c1cccs1 (stereo not given)
  Apoferritin bind = . | TRHR ag = . | Pol kappa inh = -10% | Pol iota inh = 64%[activator] | APE1 inh = 50%[activator] | ERG-DNA inh = -5% | BLM inh = . | Pol beta inh = . | ALOX12 inh = -17%

> COc1ccccc1NC(=O)CCc1c(C)[nH]c(=O)c(C#N)c1C
  Apoferritin bind = -10% | TRHR ag = 1.3 | Pol kappa inh = -12% | Pol iota inh = 7% | APE1 inh = -8% | ERG-DNA inh = -4% | BLM inh = -2% | Pol beta inh = ? | ALOX12 inh = 0%

# Further results follow:
SMILES,Apoferritin bind,TRHR ag,Pol kappa inh,Pol iota inh,APE1 inh,ERG-DNA inh,BLM inh,Pol beta inh,ALOX12 inh
Cc1cc(NC(=O)CCCOc2ccc(Cl)cc2Cl)no1,-2%,-0.3,-1%,16%,-1%,-5%,-5%,0%,8%
O=C1C2CCCN2C(=O)N1CCN1CCN(c2ccccc2)CC1 (stereo not given),4%,-0.5,12%,11%,3%,-14%,1%,24%,?
CC(C)(C)c1ccc(C(=O)N2CCCN(C(=O)c3ccc(C(C)(C)C)cc3)CC2)cc1,-9%,-0.2,1%,23%,1%,4%,-11%,19%,-27%
CCN(C(=O)Nc1ccccc1)c1ccccc1,-8%,-0.2,-13%,6%,4%,13%,2%,18%,-13%
Cc1ccc2c(c1)-c1c(cnn1CC(=O)N1CCN(c3cc(Cl)ccc3C)CC1)CO2,3%,0.0,-2%,25%,.,-6%,-6%,-18%,-16%
O=C(/C=C/c1ccccc1)Nc1ccc2c(c1)C(=O)NC2=O,2%,0.1,7%,-29%,6%,-4%,-3%,1%,?
CCOc1ccccc1Nc1sc(C(=O)c2ccccc2)c(N)c1C(=O)Nc1ccccc1,-10%,0.8,-10%[60.1 µM],9%,.,0%,-1%,-17%,-1%
Cn1cc(S(=O)(=O)c2ccccc2)c(=O)c2cc(F)c(N3CCN(c4ccccc4)CC3)cc21,-13%,-0.9,-9%,10%,.,8%,-5%,?,-18%
CN(C)C(N)=NCCC[C@H](N)C(=O)O,.,.,3%[60.1 µM],?,-16%,4%,.,17%[57.1 µM],?
CC(=O)Nc1ccc(S(=O)(=O)NN=CCCc2ccccc2)cc1,.,.,-3%,46%[activator],.,8%,.,.,-15%
O=C(OC(C(=O)NC1CCCC1)c1ccccc1F)c1ccco1 (stereo not given),-11%,-0.8,-6%,11%,-1%,-6%,-2%,-15%,13%
Cc1[nH]c2ccccc2c1-c1csc(NC(=O)CSCC(=O)O)n1,-3%,-1.0,9%,-23%,?,-2%,0%,-2%,-16%
COc1ccc(CN2CCCC(C(=O)N3CCCCC3)C2)cc1OC (stereo not given),-8%,-0.1,-4%,-25%,13%,-6%,-1%,86%,-21%
CC1Cc2ccccc2N1C(=O)CCS(=O)(=O)c1ccc2c(c1)NC(=O)CS2 (stereo not given),-20%,0.5,-3%,-5%,51%[activator],-2%,2%,-20%,6%
O=C(COc1ccc2oc3c(c2c1)CCCC3)Nc1ccc(Cl)cc1,17%,0.6,1%,-15%,.,-1%,-4%,26%,-17%
COC(=O)c1sccc1NC(=O)c1ccc(Br)s1,-7%,0.8,-5%,6%,12%,-2%,-5%,-9%,20%
O=C(NC(=S)NCc1ccccc1)c1ccccc1[N+](=O)[O-],?,-0.7,-3%,3%,-3%,-3%,-7%,1%,-7%
Cc1oc(-c2ccccc2)nc1Cn1c(SCc2cccc(C(F)(F)F)c2)nc2cccnc21,-10%,1.2,-5%,-29%,.,4%,-16%,1%,-10%
Cc1nc2ccc(NC(=S)NCCCO)cc2nc1C,-11%,0.7,-14%,18µM*,-3%,7%,-19%,0%,?
COC(=O)c1ccc(C(=O)OC)c(NC(=O)CN2CCN(c3ccccc3)CC2)c1,-6%,1.0,-3%,-7%,-2%,-1%,-1%,-2%,-8%
COc1ccc(C2C(C(C)=O)=C(C)N=c3s/c(=C\c4ccc5c(c4)OCO5)c(=O)n32)c(OC)c1 (stereo not given),.,.,-4%,11%,.,9%,.,.,?
Cc1onc(C(=O)NC2CCCCC2)c1[N+](=O)[O-],-7%,0.6,-7%,2%,17%,-15%,-1%,13%,.
CCOc1ccccc1NC(=O)c1ccc2c(c1)CCN2S(=O)(=O)c1ccc(C)cc1,1%,1.6,3%,4%,.,2%,0%,11%,-14%
COc1ccc(NC(=O)c2sc3ncnc(N4CCN(c5ccccn5)CC4)c3c2C)cc1Cl,3%,-0.8,14%,14%,-28%,6%,-7%,-8%,4%
COC(C(=O)Nc1ccc(C(N)=O)cc1)c1ccccc1 (stereo not given),-3%,0.8,-1%,14%,-5%,1%,-4%,1%,-15%
COc1ccc(C(=O)CSc2nnc3n2CCCN3C(=O)Nc2ccccc2)cc1,-17%,0.8,-4%,25%,-1%,6%,-12%,13%,40%[activator]
Cc1c(N(C)C(=O)C23CC4CC(CC(C4)C2)C3)c(=O)n(-c2ccccc2)n1C,-6%,-0.6,0%,6%,0%,9%,-1%,1%,0%
O=C(Nc1ccc2ccccc2c1)c1cccc([N+](=O)[O-])c1,-12%,0.2,-14%,151%[activator],14%,-18%,-2%,32%,0%
O=C(Nc1ccccn1)c1cccnc1,-9%,-1.2,-1%,7%,-3%,-1%,-1%,2%,2%

# Assay outcomes: PubChem, National Center for Advancing Translational Sciences (NCATS)
